SW480 rerep – inducers of DNA re-replication in SW480 colon cancer cells; SW480 DNA re-replication, Hoechst DNA content imaging, 48 h; 1.8% of 340,000 active; Potency, µM (top dose mostly 46.1 µM), without a hit: at the highest dose re-replication activation, usual class: activators; AID 624297; note: potency is the fitted concentration of half-maximal effect; % of control where 0% means no effect; nearly all actives have a fitted effect of over 55% in size
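SW480 cells exposed to compounds for 48 hr at 37 C, 5% CO2, then Hoechst-stained 40 min. Nuclear DNA content imaged by fluorescence scanning (405 nm excitation, 500-530 nm emission); re-replication scored as increased high-intensity nuclei.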
KB-V1 MDR tox – KB-V1 MDR subline cytotoxicity. Potency, µM (top dose mostly 46.1 µM), for the others: top-dose activity change, negative = cytotoxicity, actives largely listed as cytotoxic. 3.4% of 400,000 active. KB-V1 MDR cells viability, CellTiter-Glo, 72 h; note: potency is the fitted concentration of half-maximal effect; % is set by controls: 0 for no effect and ±100 for the full control effect; nearly all actives have a fitted effect of over 60% in size
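In this primary screen, KB-V1 cells overexpressing P-gp are incubated with library compounds (lowest to highest concentration) for 72 h at 37 degrees C before a luminescent ATP viability read.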
HT1080NT lethal – kills 2HG-producing HT-1080-NT fibrosarcoma cells. HT-1080-NT fibrosarcoma viability, CellTiter-Glo ATP luminescence, 48 h. Potency, µM (series often up to 46.1 µM), for inactives: at the top dose activity, negative = less viability, actives largely listed as cytotoxic. 1.6% of 360,000 active;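 note: NT is the 2HG producing partner of a matched IDH1 knockdown line; potency is the fitted concentration of half-maximal effect; 0% = DMSO-treated cells and -100% = media-only wells without cells; nearly all actives have a fitted effect of over 55% in size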
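750 cells/well, RPMI + 5% FBS; 2 h settle, compound pin-transfer, 48 h at 37 degrees C. CellTiter-Glo 10 min RT, luminescence. Normalized to DMSO and media-only wells.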
KB-3-1 cytotox – KB-3-1 parental cell cytotoxicity | KB-3-1 viability, CellTiter-Glo ATP luminescence, 72 h | Potency, µM (top dose mostly 46.1 µM), for inactives: at the top dose activity change, negative = cytotoxic, most hits filed as cytotoxic | 1.4% of 400,000 active; note: potency is the fitted concentration of half-maximal effect; % is set by controls: 0 for no effect and ±100 for the full control effect; nearly all actives have a fitted effect of over 60% in size
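72 h, 37 °C compound treatment of KB-3-1 parental cells; CellTiter-Glo added, 10 min, luminescence read. Data corrected against DMSO-only plates and normalized before curve fitting.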
D3 ag – agonists of human D3 dopamine receptor. P35462. D3R DiscoveRx beta-arrestin cells, luminescence, 90 min. max activation, %. 0.58% of 410,000 active; in the data active = max activation above about 30%; note: 0% is about no effect; mostly tested at two doses, the higher about 12 µM
Target sequence (P35462 whole entry, looked up): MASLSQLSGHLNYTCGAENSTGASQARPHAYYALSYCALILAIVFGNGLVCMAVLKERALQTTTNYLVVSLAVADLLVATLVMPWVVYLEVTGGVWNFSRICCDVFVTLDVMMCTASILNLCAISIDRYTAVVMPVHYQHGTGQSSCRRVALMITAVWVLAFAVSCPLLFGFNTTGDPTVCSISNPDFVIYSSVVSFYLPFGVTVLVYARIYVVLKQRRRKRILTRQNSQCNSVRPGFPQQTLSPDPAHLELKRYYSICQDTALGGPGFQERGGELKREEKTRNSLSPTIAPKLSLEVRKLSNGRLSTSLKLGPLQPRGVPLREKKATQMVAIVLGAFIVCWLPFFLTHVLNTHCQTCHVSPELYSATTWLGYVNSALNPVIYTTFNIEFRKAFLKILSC
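Cells at 1500/well, incubated overnight, then treated with pinned compounds (dopamine as control) for 90 min at 37 degrees C. DiscoveRx reagent added for 30 - 60 minutes at room temperature; luminescence read.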
IL-1B inflam inh – inflammasome signaling inhibition, IL-1 beta readout; THP-1 LPS/ATP IL-1B secretion, AlphaLISA, 16 h; active compounds read low; activity change, % at 57.5 µM; 4.7% of 360,000 active; in the data active = activity change below about -50%; inconclusive = mostly about -30% to -49%; note: % is set by controls: 0 for no effect and ±100 for the full control effect
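Secreted IL-1B measured by AlphaLISA bead assay after 16 h compound exposure of THP-1 cells; compounds (final up to 57.5 uM) added 1 h before LPS (250 ng/mL) and ATP (1.25 mM) stimulation; lower signal means less secretion.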
MCF10A rereplic – DNA re-replication induction in MCF 10a cells. 2.9% of 350,000 active. MCF 10A DNA re-replication, Hoechst nuclear intensity, 48 h. Potency, µM (series often up to 46.1 µM), inactives show at the top dose activity, positive = re-replication, usual class: activators; note: potency is the fitted concentration of half-maximal effect; % of control where 0% means no effect; nearly all actives have a fitted effect of over 50% in size
HEK293 tox – cytotoxicity in counter-screen for GLP-1R inverse agonists; Potency, µM (highest dose often 38.3 µM), inactives show at the top dose activity change, negative = inhibition, most hits filed as inhibitors; HEK293 cAMP-luciferase reporter cells, luminescence, 24 h; 0.13% of 410,000 active;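 note: loss of luciferase light is scored as toxicity; potency is the fitted concentration of half-maximal effect; % is set by controls: 0 for no effect and ±100 for the full control effect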
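1536-well qHTS counterscreen of the MLSMR; 200 cells/uL, 12 h pre-incubation, 23 nL cpd, 24 h at 37 deg C 5% CO2, luciferase detection reagent, 12 min RT, luminescence. Inhibition = undesired.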
HT1080 IDH1KD tx – HT-1080 IDH1 knockdown cell toxicity (counter line). Potency, µM (highest dose often 46.1 µM), inactives show top-dose activity, negative = toxicity, actives largely listed as cytotoxic. 2% of 360,000 active. AID 686971. HT-1080 IDH1 knockdown viability, ATP luminescence, 48 h;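 note: potency is the fitted concentration of half-maximal effect; 0% = DMSO wells and -100% = cell-free medium wells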
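In this qHTS, HT-1080 cells depleted of IDH1 are exposed for 48 h at 37 °C to compound titrations. Toxicity is scored from CellTiter-Glo luminescence, with DMSO as full viability and medium alone as none.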
* marks the source's active call; other numbers are inactive results; u = inconclusive; x = no result given; & = joins results of further samples; [ ] = dose if it differs, or a comment. Unless noted, calls come from the whole dose curve; as a rule, active = well fitted curve in the direction sought with a large enough effect; inconclusive = small, poorly fitted or top-dose-only effect, or another doubt; inactive = no such curve, though single readings can be large; an effect the other way counts as inactive or inconclusive.

SMILES	SW480 rerep	KB-V1 MDR tox	HT1080NT lethal	KB-3-1 cytotox	D3 ag	IL-1B inflam inh	MCF10A rereplic	HEK293 tox	HT1080 IDH1KD tx
CC1Cc2ccccc2N1Cc1cc(=O)c(OCC(=O)Nc2ccccc2)co1 (stereo not given)	u	u	-9%	4%	3	-6	-1%	-6%	-1%
O=C1C2ON(c3ccc(Br)cc3)C(c3cccnc3)C2C(=O)N1C1CCCCC1 (stereo not given)	-11%	-23%	9%	5%	-20	0	-1%	2%	-2%[9.24 µM]
COc1cc(CCC(=O)OCC(=O)N2CCc3ccccc32)cc(OC)c1OC	-10%	-4%	2%	3%	-2	0	5%	-14%	5%
Cn1c(=O)c(=O)n(C)c2cc(S(=O)(=O)N3CCC(N4CCCCC4)CC3)ccc21	1%	5%	4%	28%	3	52	0%	-1%	1%
COc1ccc(NC(=O)/C=C2\SC(=O)NC2=O)cc1	-4%	-1%	0%	2%	-5	-51*	20%	-1%	-2%
COC(=O)c1ccc(/C=N\N2CCN(Cc3ccc(C)cc3)CC2)cc1	0%	8.2µM*	1%	-1%	-24	-12	3%	3%	-5%
COCCN(CC(=O)Nc1cccc(C)c1C)C(=O)c1ccc2ccccc2n1	-5%	-5%	1%	-7%	3	6	-8%	-20%	14%
CCN(CC)CCCNC(=O)Cn1ncc2c(=O)oc3ccc(C)cc3c21	-8%	0%	5%	3%	-3	-6	-5%	7%	6%
OC(COc1ccccc1)Cn1cc(Br)cn1 (stereo not given)	-15%	3%	18%	-4%	-5	-11	-2%	-4%	10%
O=C(COC(=O)C1CC1)Nc1ncc(Cl)cc1Cl	12%	18%	6%	1%	-3	19	-4%	10%	-2%
Cc1cc(C)c(C)c(S(=O)(=O)N2CCN(c3ncnc4ccccc34)CC2)c1C	1%	u	u	18µM*	23	9	18µM*	4%	23µM*
CS(=O)(=O)c1ccc(NC(=O)c2cc3c(cc2Cl)N2CCCCCC2=NS3(=O)=O)cc1	-4%	-12%	1%	-12%	6	17	-5%	-12%	-7%
Cc1nn(C)c(C)c1NS(=O)(=O)c1ccc(OC(F)(F)F)cc1	5%	-9%	-8%	-25%	2	63	-12%	-8%	-4%
CC(=O)c1cc2c(=O)c3ccccc3oc2nc1C	-2%	-1%	27%	-3%	4	-10	0%	-9%	18%
CN(CC(=O)Nc1n[nH]c(=S)s1)S(=O)(=O)c1cccc2cccnc12	-30%	0%	0%	0%	4	20	-1%	0%	1%
O=C(CN1C(=O)NC(Cc2ccccc2)C1=O)Nc1ccccc1F (stereo not given)	-2%	10%	7%	3%	-2	19	-13%	4%	-7%
c1csc(C2Nc3ccccc3-c3nc4ccccc4n32)c1 (stereo not given)	10%	u	6%	1%	-4	u	u	-7%	5%
COc1ccc(CCNC(=O)CN2CCN(c3cccc(Cl)c3)CC2)cc1OC	4%	u	-25%	-1%	0	-1	16%	-34%	-25%
CC(C)(C)NC(=O)CSc1nnc(NC(=O)c2ccccc2Cl)s1	0%	4%	1%	0%	-3	-13	-3%	-14%	0%
COc1ccc(-c2csc(NC(=O)C3=NN(c4ccccc4)C(=O)CC3)n2)cc1	17%	u	-2%	u	27	-24	74%	-22%	-16%
CCn1c(SCC(=O)Nc2nccs2)nnc1-c1ccc(S(=O)(=O)N2CCCCCC2)cc1	14%	u	-19%	-26%	2	0	28%	-16%	-9%
COc1cc(NC(=O)c2cccc(F)c2)ccc1NC(=O)c1cc2ccccc2o1	u	-3%&0%	-1%	-2%&1%	1&2	21	28%	19%&2%	-14%
COc1ccc(N2C(=O)CC(Sc3nnnn3-c3ccc(F)cc3)C2=O)cc1 (stereo not given)	10µM*	-12%	16µM*	2%	-7	-16	u	u	4.1µM*
COc1ccccc1-n1c(C)nnc1SCC(=O)NCc1ccccc1	-8%	6%	14%	3%	11	21	0%	4%	10%
COC(=O)C1(C(=O)OC)c2ccccc2N(S(=O)(=O)c2ccc(C)cc2)C1CC(C)=O (stereo not given)	x	u	u	u	4	37	x	-14%	u

Rewritten comma-delimited: 13 of the compounds above.
canonical_smiles,SW480 rerep,KB-V1 MDR tox,HT1080NT lethal,KB-3-1 cytotox,D3 ag,IL-1B inflam inh,MCF10A rereplic,HEK293 tox,HT1080 IDH1KD tx
COc1cc(CCC(=O)OCC(=O)N2CCc3ccccc32)cc(OC)c1OC,-10%,-4%,2%,3%,-2,0,5%,-14%,5%
Cn1c(=O)c(=O)n(C)c2cc(S(=O)(=O)N3CCC(N4CCCCC4)CC3)ccc21,1%,5%,4%,28%,3,52,0%,-1%,1%
COc1ccc(NC(=O)/C=C2\SC(=O)NC2=O)cc1,-4%,-1%,0%,2%,-5,-51*,20%,-1%,-2%
COC(=O)c1ccc(/C=N\N2CCN(Cc3ccc(C)cc3)CC2)cc1,0%,8.2µM*,1%,-1%,-24,-12,3%,3%,-5%
COCCN(CC(=O)Nc1cccc(C)c1C)C(=O)c1ccc2ccccc2n1,-5%,-5%,1%,-7%,3,6,-8%,-20%,14%
CCN(CC)CCCNC(=O)Cn1ncc2c(=O)oc3ccc(C)cc3c21,-8%,0%,5%,3%,-3,-6,-5%,7%,6%
OC(COc1ccccc1)Cn1cc(Br)cn1 (stereo not given),-15%,3%,18%,-4%,-5,-11,-2%,-4%,10%
O=C(COC(=O)C1CC1)Nc1ncc(Cl)cc1Cl,12%,18%,6%,1%,-3,19,-4%,10%,-2%
Cc1cc(C)c(C)c(S(=O)(=O)N2CCN(c3ncnc4ccccc34)CC2)c1C,1%,u,u,18µM*,23,9,18µM*,4%,23µM*
CS(=O)(=O)c1ccc(NC(=O)c2cc3c(cc2Cl)N2CCCCCC2=NS3(=O)=O)cc1,-4%,-12%,1%,-12%,6,17,-5%,-12%,-7%
Cc1nn(C)c(C)c1NS(=O)(=O)c1ccc(OC(F)(F)F)cc1,5%,-9%,-8%,-25%,2,63,-12%,-8%,-4%
CC(=O)c1cc2c(=O)c3ccccc3oc2nc1C,-2%,-1%,27%,-3%,4,-10,0%,-9%,18%
CN(CC(=O)Nc1n[nH]c(=S)s1)S(=O)(=O)c1cccc2cccnc12,-30%,0%,0%,0%,4,20,-1%,0%,1%

More results follow:
SMILES	SW480 rerep	KB-V1 MDR tox	HT1080NT lethal	KB-3-1 cytotox	D3 ag	IL-1B inflam inh	MCF10A rereplic	HEK293 tox	HT1080 IDH1KD tx
O=C(NCc1ccccc1)c1c(Cl)nc(Cl)c(Cl)c1Cl	6.5µM*	0%	10µM*	16µM*	-1	-107*	18µM*	0%	7.3µM*
Cc1oc(-c2ccccc2F)nc1CS(=O)CC(=O)NC(C)C (stereo not given)	x	20%	x	8%	7	x	x	2%	x
CCOc1ccc(NC(=O)Cn2c(C)cc3ccccc3c2=O)cc1	x	u	x	3%	0	x	x	8%	x
Cc1cc(Nc2ccc(C(=O)N3CCCCC3)cc2)c2cccc(C)c2n1	-7%	-13%	-1%	0%	-10	-3	-8%	-19%	-1%
CCN(CC)S(=O)(=O)c1cc(NC(=O)c2cc(-c3ccccn3)nc3ccccc23)ccc1C	0%	u	u	-28%	9	-20	u	u	-1%
CCCC(C(=O)NC1CCCC1)N(CCCN1CCOCC1)C(=O)c1snc(C(N)=O)c1N (stereo not given)	4%	-6%	-4%	6%	-30	-2	-2%	-2%	-11%
O=C(Cc1ccccc1)Nc1nc(=O)c2ccccc2s1	-9%	0%	25%	16%	-4	0	-9%	-4%	24%
Cc1ccc(C)c(NC(=O)CN(C)C(=O)c2cccc(S(=O)(=O)N(C)C)c2)c1	-2%	2%	10%	15%	-5	7	-28%	2%	2%
Cc1ccc2[nH]c(=O)c(COC(=O)c3ccccn3)cc2c1	-7%	16µM*	16%	-19%	8	-11	2%	22%	3%[9.24 µM]
Cc1ccc(S(=O)(=O)N2CCN(Cc3nc4ccccc4[nH]3)CC2)cc1C	-3%	-16%	5%	2%	-4	12	27%	5%	-1%
CCOC(=O)C1=C(C)NC2=C(C(=O)CC(C)(C)C2)C1c1ccc2c(c1)CCCN2C (stereo not given)	3%	-18%	1%	-7%	-6	-8	2%	-14%	-3%
COc1ccc(NC(=O)c2ccco2)cc1S(=O)(=O)N1CCOCC1	-5%	0%	-13%	16%	4	3	-8%	0%	16%
O=C(O)C1Nc2ccc(C(F)(F)F)cc2C2OCCC12 (stereo not given)	-37%[inhibitor][9.22 µM]	14%	8%	13%	4	19	-2%	1%	6%
COC(=O)c1ccccc1NC(=O)c1cn(-c2ccc(C)c(C)c2)c(=O)c2ccccc12	-10%	u	4%	u	2	0	u	-12%	3%
COc1cccc(NC(=O)N2CCCC2C(=O)NC23CC4CC(CC(C4)C2)C3)c1 (stereo not given)	-2%	-9%	-1%	16%	-22	20	0%	u	-8%
